Source: PubChem
RAD54 branch = inhibitors of human RAD54 branch migration; Q92698; RAD54 Holliday junction branch migration, FAM/BHQ fluorescence; inhibition, % at 10.4 µM; 360,000 compounds, 0.14% hits;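 active = mean normalized replicate activity at least 40 and at least half of replicates scoring 40 or more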;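 also: 0% = median of neutral control wells and 100% = median of positive control wells; inhibitors cause a drop in the FAM fluorescence signal; in these data hits start at about 50%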
Target sequence (Q92698 whole entry, looked up): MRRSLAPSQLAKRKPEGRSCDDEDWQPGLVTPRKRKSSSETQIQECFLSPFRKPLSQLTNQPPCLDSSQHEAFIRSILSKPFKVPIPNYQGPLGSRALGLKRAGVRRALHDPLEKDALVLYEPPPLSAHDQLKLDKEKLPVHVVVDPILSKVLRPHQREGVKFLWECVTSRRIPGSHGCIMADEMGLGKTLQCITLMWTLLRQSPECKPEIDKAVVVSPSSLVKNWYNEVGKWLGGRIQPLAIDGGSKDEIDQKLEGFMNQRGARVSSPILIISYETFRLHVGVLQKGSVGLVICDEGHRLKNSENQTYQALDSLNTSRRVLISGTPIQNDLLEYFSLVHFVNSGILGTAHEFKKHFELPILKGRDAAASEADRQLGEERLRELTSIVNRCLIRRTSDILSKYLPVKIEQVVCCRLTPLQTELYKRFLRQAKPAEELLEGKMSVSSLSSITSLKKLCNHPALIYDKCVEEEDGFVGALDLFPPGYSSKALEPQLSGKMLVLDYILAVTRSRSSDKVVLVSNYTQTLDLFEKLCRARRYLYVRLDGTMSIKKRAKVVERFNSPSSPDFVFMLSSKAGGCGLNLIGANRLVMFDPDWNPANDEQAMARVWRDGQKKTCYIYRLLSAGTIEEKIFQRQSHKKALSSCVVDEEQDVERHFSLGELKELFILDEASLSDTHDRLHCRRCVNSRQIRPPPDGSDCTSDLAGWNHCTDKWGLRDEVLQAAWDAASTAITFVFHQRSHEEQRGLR
Starred values were filed as active, the others as inactive. A portion of the library (hit frequency here may not be typical).

C=CCOC(=O)C(C#N)c1nc2ccccc2nc1N1CCN(c2ccccc2OC)CC1 (configuration not stated) was read as RAD54 branch 2.
Cc1ncc(CN2CCC(N3CCC(C(=O)N4CCCC4)CC3)CC2)s1 was read as RAD54 branch -13.
O=C(Nc1ccc(N2CCOCC2)c(Cl)c1)c1ncn[nH]1 was read as RAD54 branch -4.
Cc1cccc2sc(NC(=O)CCNS(=O)(=O)c3cccs3)nc12 was read as RAD54 branch 2.
For O=C(CC12CC3CC(CC(C3)C1)C2)NCc1ccncc1 the results were RAD54 branch 4.
For COC(=O)C1CSC(C(=O)OC)N1C(=O)Nc1ccccc1 (configuration not stated) the results were RAD54 branch 1.
COc1ccccc1OCCCn1cc(C#N)c2ccccc21 was read as RAD54 branch -7.
FC(F)(F)c1cc(-c2cccs2)n[nH]1 was read as RAD54 branch 3.
`O=C(CSc1nnnn1-c1ccccc1)CC(=O)Nc1ccc(Cl)cc1` gave RAD54 branch -1.
For O=C(c1c(O)c2ccccc2oc1=O)C1CCC1 the results were RAD54 branch -7.
`Cn1c(COc2ccc(Cl)cc2)nnc1SCc1ncc(-c2ccccc2)o1` gave RAD54 branch -1.
For CCCCOc1ccc(C(C)(O)CCN2CCOCC2)cc1 (configuration not stated) the results were RAD54 branch -7.

Next section, overlapping the part above by four compounds.
`O=C(CSc1nnnn1-c1ccccc1)CC(=O)Nc1ccc(Cl)cc1` gave RAD54 branch -1.
For O=C(c1c(O)c2ccccc2oc1=O)C1CCC1 the results were RAD54 branch -7.
`Cn1c(COc2ccc(Cl)cc2)nnc1SCc1ncc(-c2ccccc2)o1` gave RAD54 branch -1.
For CCCCOc1ccc(C(C)(O)CCN2CCOCC2)cc1 (configuration not stated) the results were RAD54 branch -7.
N#CC1=C(N)OC2=C(CN(Cc3ccccc3)C/C2=C\c2cccnc2)C1c1cccnc1 (configuration not stated) was read as RAD54 branch 0.
Screening O=C(/C=C/c1ccccc1)c1ccccc1O returned RAD54 branch -1.
O=C1CC(=O)N(Cc2cccs2)C(=O)N1 was read as RAD54 branch -42.
COc1ccc(Cn2ccnc2)cc1Br was read as RAD54 branch 5.
COc1cc(C(=O)NC2CC3CCCC(C2)N3C2CC2)cc(OC)c1OC (configuration not stated) was read as RAD54 branch -2.
COc1cc(C[C@H](C)[C@H](C)Cc2ccc3c(c2)OCO3)ccc1O was read as RAD54 branch 0.
O=C(CSc1nnc(CNC(=O)c2cccs2)o1)c1ccc(Cl)cc1 was read as RAD54 branch -1.
For COC(=O)c1ccc(Cl)c(NC(=O)CN2CCOCC2)c1 the results were RAD54 branch -1.
`CCOC(=O)Cc1csc(NC(=O)NC2(C(F)(F)F)Oc3ccccc3O2)n1` gave RAD54 branch 6.
For CN1CC(=O)NC1=NC(=O)C12CC3CC(CC(C3)C1)C2 the results were RAD54 branch 2.
`CN1C(=O)CC(N2CCC(c3nc4ccccc4s3)CC2)C1=O` (configuration not stated) gave RAD54 branch -1.
For C=CCn1c(Sc2nnc(C)s2)nc2c1c(=O)[nH]c(=O)n2C the results were RAD54 branch -9.
For O=C(O)C1CC(c2ccccc2F)=NO1 (configuration not stated) the results were RAD54 branch -9.
O=C(Nc1ccc2c(c1)CCC2)c1ccc(Br)o1 was read as RAD54 branch -2.
`Cc1cc(OCC(=O)Nc2ccccc2F)nc(C(C)C)n1` gave RAD54 branch 5.
CC(=Nc1ccc(O)cc1)c1sc2ccccc2c1O was read as RAD54 branch -9.
COC(=O)[C@H](CCSC)NC(=O)Nc1ccc(C(C)C)cc1 was read as RAD54 branch -4.
For COC(=O)c1c(C)c(OC(=O)c2c(C)cc(O)c(C=O)c2O)cc(C)c1O the results were RAD54 branch -1.
For CCCc1cc(=O)[nH]c(SCc2cccc(C)c2)n1 the results were RAD54 branch -3.
For CC(=O)Nc1ccc(N2C(C(C)=O)=NN(c3ccc(Cl)cc3)C2c2sccc2C)cc1 (configuration not stated) the results were RAD54 branch -16.
For CCCOc1ccc2oc(=O)c3c(c2c1)CCCN3C(=O)CN(C)Cc1ccccc1 the results were RAD54 branch 6.
COc1ccc(CCNC(=O)Cc2nn(C)c(=O)c3ccccc23)cc1OC was read as RAD54 branch -12.
`CC(C)COc1ccc(C(=O)Nc2ccc(NC(=O)c3ccco3)cc2)cc1` gave RAD54 branch 3.
`O=C1OC2(CCCCC2)OC(=O)C1=CNc1nc2ccccc2s1` gave RAD54 branch -29.

3 compounds already listed, sorted by SMILES length, smallest number first:
O=C(Nc1ccc(N2CCOCC2)c(Cl)c1)c1ncn[nH]1 was read as RAD54 branch -4.
COc1cc(C[C@H](C)[C@H](C)Cc2ccc3c(c2)OCO3)ccc1O was read as RAD54 branch 0.
For CCCOc1ccc2oc(=O)c3c(c2c1)CCCN3C(=O)CN(C)Cc1ccccc1 the results were RAD54 branch 6.

(further entries)
Screening Cc1ccc(O)c(-c2cc3ccccc3[nH]2)c1 returned RAD54 branch -1.
For COc1ccc(S(=O)(=O)n2oc(=O)cc2-c2ccccc2)cc1 the results were RAD54 branch -10.
Cn1c(/C(C#N)=N/O)nc2ccccc21 was read as RAD54 branch -3.
Screening Cc1cc(C)n2nc(C(=O)OCC(=O)Nc3ccc4c(c3)OCO4)nc2n1 returned RAD54 branch 10.
For O=C(Nc1nccs1)C1CCCN1S(=O)(=O)c1ccc(F)cc1 (configuration not stated) the results were RAD54 branch 3.
COc1ccc(OCCCC(=O)Nc2cc([N+](=O)[O-])ccc2C)cc1 was read as RAD54 branch 0.
For Cn1ccnc1Sc1nc(Nc2cccc(Cl)c2)nc(N2CCOCC2)n1 the results were RAD54 branch -2.
For COc1ccc(NC(=O)CSc2nnc(-c3ccncc3)n2CC2CCCO2)c(OC)c1 (configuration not stated) the results were RAD54 branch 4.
Screening O=C(O)CCSCC(=O)Nc1c(C(=O)C2CC2)oc2ccccc12 returned RAD54 branch -6.
Screening O=C(NC1CCCc2ccccc21)C1CCN(S(=O)(=O)c2cnc[nH]2)CC1 (configuration not stated) returned RAD54 branch -5.
COC(=O)Cn1c(C)c(C#N)c2ccccc21 was read as RAD54 branch -11.
Screening Oc1ccc(CNc2ccccc2O)cc1 returned RAD54 branch 0.
O=C(CC1SC(=Nc2ccccc2)N(CCCCO)C1=O)NCc1ccccc1 (configuration not stated) was read as RAD54 branch 7.
For CCOc1cc(/C=N\NC(=O)c2ccc(NC(=O)CC)cc2)ccc1OC(=O)c1ccccc1 the results were RAD54 branch -9.
`COC(=O)CN1C(=O)S/C(=C/c2ccc(N3CCCCC3)o2)C1=O` gave RAD54 branch -42.
For COc1ccc2cc1Oc1ccc(cc1)CC1c3c(cc(OC)c4c3Oc3cc5c(cc3O4)CCNC5C2)CCN1C (configuration not stated) the results were RAD54 branch 91*.
For CC(C)N1C(=O)C2C(C(=O)NC3CCCCC3)C3C=CC2(O3)C1C(=O)NC1CCCCC1 (configuration not stated) the results were RAD54 branch 2.
For O=C(c1cnc(-c2ccccc2)s1)c1ccc(Cl)cc1Cl the results were RAD54 branch 2.
For CCOc1cc(-c2nc(-c3ccccc3)c(-c3cc([N+](=O)[O-])ccc3C)[nH]2)ccc1O the results were RAD54 branch 15.
Cc1cc(OCC(=O)Nc2ccc3c(c2)OCCO3)cc(C)c1Cl was read as RAD54 branch 6.
For COc1cc(NC(=O)CCc2ccccc2)c(C(=O)O)cc1OC the results were RAD54 branch 0.
C=CCNS(=O)(=O)c1sccc1/C=N/O was read as RAD54 branch 5.
For CCN1C(=NCC(C)C)N[C@@H](CCc2ccccc2)[C@H](C(=O)NCC(C)C)[C@H]1C the results were RAD54 branch 6.
Screening O=C(CSc1ncn[nH]1)Nc1ccc(S(=O)(=O)N2CCCC2)cc1 returned RAD54 branch 1.
`CCC1(CC)NC(=O)N(CC(=O)OCC(=O)Nc2ccc(C(F)(F)F)cc2)C1=O` gave RAD54 branch 10.
`COc1ccc(OC)c(NC(=O)CN(c2ccc(C)cc2)S(=O)(=O)c2c(C)noc2C)c1` gave RAD54 branch -2.
`CCOC(=O)c1c(NC(=O)CNCC(O)CO)sc(C)c1C` (configuration not stated) gave RAD54 branch 2.
O=C(O/N=C\c1ccc(N2CCCCC2)c([N+](=O)[O-])c1)c1c(F)cccc1F was read as RAD54 branch -1.
For COc1ccc(CNC(=S)Nc2cc(C)ccc2C)cc1 the results were RAD54 branch -5.
For O=c1[nH]cnc2scc(C3COc4ccccc4O3)c12 (configuration not stated) the results were RAD54 branch 9.
Screening CC(C)(C)NCc1cccn1-c1sc2c(c1C#N)CCCC2 returned RAD54 branch 0.
For O=C(Nc1ccc2c(c1)Cc1ccccc1-2)c1ccco1 the results were RAD54 branch 4.
`CCC(c1nnnn1Cc1cccs1)N1CCN(c2nc3ccccc3s2)CC1` (configuration not stated) gave RAD54 branch -9.
`Cc1ccc(Nc2ncc3c(n2)CC(c2ccco2)CC3=O)c(C)c1` (configuration not stated) gave RAD54 branch 0.
CCCCC(CC)CN1C(=O)/C(=C/c2ccncc2)SC1=S (configuration not stated) was read as RAD54 branch -4.
`O=C1C2C3C=CC(O3)C2C(=O)N1CC(O)c1ccccc1` (configuration not stated) gave RAD54 branch -13.

In the list so far, these have a nitro group on carbon:
COc1ccc(OCCCC(=O)Nc2cc([N+](=O)[O-])ccc2C)cc1 was read as RAD54 branch 0.
For CCOc1cc(-c2nc(-c3ccccc3)c(-c3cc([N+](=O)[O-])ccc3C)[nH]2)ccc1O the results were RAD54 branch 15.
O=C(O/N=C\c1ccc(N2CCCCC2)c([N+](=O)[O-])c1)c1c(F)cccc1F was read as RAD54 branch -1.

(more compounds)
Cc1cc2n(n1)C(c1sccc1C)Nc1ccccc1-2 (configuration not stated) was read as RAD54 branch 0.
`CCCCc1n[nH]c2c1/C(=N/O)CC(C)(C)C2` gave RAD54 branch 0.
Screening CN1/C(=C\C(=O)COc2ccc3c(c2)OCO3)C(C)(C)c2ccccc21 returned RAD54 branch 1.
Cc1nc2ccc(F)cc2cc1C(=O)NCc1ccco1 was read as RAD54 branch 10.
For COc1ccc(/C=C(/NC(=O)c2ccc(C)cc2)c2nc3ccccc3[nH]2)cc1OC the results were RAD54 branch -2.
Screening O=C1CCCC2=C1C(c1cn(-c3ccccc3)nc1-c1cccs1)c1c([nH]c(=O)[nH]c1=O)N2 (configuration not stated) returned RAD54 branch -6.
Screening COc1ccc(OC)c(Nc2nc(-c3cccc([N+](=O)[O-])c3)nc3ccccc23)c1 returned RAD54 branch 5.
For O=S(=O)(c1ccccc1)N1C2CCC1CC(O)(c1cccnc1)C2 (configuration not stated) the results were RAD54 branch 2.
For O=C(NCC(=O)N(Cc1ccccc1)C(C(=O)NC1CCCC1)c1cccnc1)c1ccco1 (configuration not stated) the results were RAD54 branch -1.
Screening O=C(CSc1nnc(CNC(=O)c2ccccc2F)o1)NCCc1ccccc1 returned RAD54 branch -8.
COCc1nnc(NC(=O)C(C)C)s1 was read as RAD54 branch -5.
Screening Cc1cc(C)n2cc(CSc3nnc(-c4ccccc4)o3)nc2n1 returned RAD54 branch -3.
`CC(=O)c1cc(F)c(N2CCN(C(=O)Cc3ccccc3)CC2)cc1C` gave RAD54 branch -1.
Screening CC1=C(C(=O)OC2CCCCC2)C(c2ccc(C)o2)C2=C(CCCC2=O)N1 (configuration not stated) returned RAD54 branch 3.
Screening O=C(CCc1ccccc1)Nc1ncn[nH]1 returned RAD54 branch -2.
`CC(=O)c1c(C(C)=O)c(C)n(Cc2ccc(Cl)cc2)c1C` gave RAD54 branch 18.
For Cc1ccc(NCc2nnc(SCC#N)o2)c(C)c1 the results were RAD54 branch 1.
`Cc1cc(NC(=O)c2ccc(S(=O)(=O)N3CCCC3)cc2)nc2c1c(=O)oc1ccccc12` gave RAD54 branch -9.
Screening Cc1cccnc1Nc1nc(-c2ccc(O)cc2)cs1 returned RAD54 branch 13.
`COc1ccc(CSC(=N)N)cc1[N+](=O)[O-]` gave RAD54 branch 3.
For O=C(CSc1nnnn1C1CCCCC1)NCc1ccco1 the results were RAD54 branch 2.
`Cc1ccccc1-c1nc2cc(Cl)ccc2o1` gave RAD54 branch 1.
`Cc1ccc(C(=O)NCc2occc2C(=O)O)o1` gave RAD54 branch -3.
COC(=O)c1ccc2c(=O)n(Cc3ccco3)c(SCC(=O)Nc3ccc(C)c(Cl)c3)nc2c1 was read as RAD54 branch 2.
Screening Cc1ccc(CSCC(=O)N2CCN(c3ccc(F)cc3)CC2)cc1 returned RAD54 branch -4.
`COC(=O)c1c(NC(=O)c2ccnn2C)sc(C)c1C` gave RAD54 branch 6.
CCNC(=S)NNC(=O)c1cccs1 was read as RAD54 branch -3.
`CCOC(=O)Cc1csc(NC(=O)CSc2nnc(-c3ccc(C)cc3)o2)n1` gave RAD54 branch 3.
`Cc1nc2ccccc2c(=O)n1NC(=O)c1c(O)c2c(n(CC(C)C)c1=O)CCCC2` gave RAD54 branch 0.
Screening Cc1oncc1C(=O)NC(C)C returned RAD54 branch -9.
For CC(OC(=O)CCc1nc2ccccc2c(=O)[nH]1)C(=O)NCc1ccc2c(c1)OCO2 (configuration not stated) the results were RAD54 branch 2.
O=C(O)c1ccc(N2CCCC2=O)cc1 was read as RAD54 branch -8.
For Cn1c(=O)oc2cc(S(=O)(=O)Nc3cccc4c3CCCC4)ccc21 the results were RAD54 branch -12.
For Cc1cccc(S(=O)(=O)Nc2nc3ccccc3nc2NCc2ccco2)c1 the results were RAD54 branch -9.
Cc1sc(NC(=S)NC(=O)C(C)(C)C)c(C(N)=O)c1C was read as RAD54 branch 1.
For COc1ccccc1NC(=O)C1=C(C)Nc2ncnn2C1c1ccccc1C (configuration not stated) the results were RAD54 branch 1.
For O=C(c1csc(Nc2ccccc2Cl)n1)N1CCCC1 the results were RAD54 branch -1.
For Cc1cccc(NC(=O)C2CCCN2C(=O)Oc2ccccc2)c1C (configuration not stated) the results were RAD54 branch -1.
Screening O=C(Nc1c(-c2ccccc2)nc2sccn12)c1ccccc1 returned RAD54 branch -4.
COc1ccc(NC(C)=O)cc1NC(C)C(=O)Nc1ccc(F)cc1 (configuration not stated) was read as RAD54 branch -6.
